Screening data: PubChem BioAssay, several laboratories
ROMK primary: modulators of human ROMK potassium channel; 2% of 130,000 active; Tet-inducible ROMK, thallium flux fluorescence; actives lie on both sides; P48048; B-score at 10 µM;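 active = signal ratio slope over the read window, or its plate-corrected B-score, at least 3 SD from the plate mean, either direction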;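 note: B-score of the F/F0 ratio slope over 7 to 12 s after thallium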
Target sequence (P48048 whole entry, looked up): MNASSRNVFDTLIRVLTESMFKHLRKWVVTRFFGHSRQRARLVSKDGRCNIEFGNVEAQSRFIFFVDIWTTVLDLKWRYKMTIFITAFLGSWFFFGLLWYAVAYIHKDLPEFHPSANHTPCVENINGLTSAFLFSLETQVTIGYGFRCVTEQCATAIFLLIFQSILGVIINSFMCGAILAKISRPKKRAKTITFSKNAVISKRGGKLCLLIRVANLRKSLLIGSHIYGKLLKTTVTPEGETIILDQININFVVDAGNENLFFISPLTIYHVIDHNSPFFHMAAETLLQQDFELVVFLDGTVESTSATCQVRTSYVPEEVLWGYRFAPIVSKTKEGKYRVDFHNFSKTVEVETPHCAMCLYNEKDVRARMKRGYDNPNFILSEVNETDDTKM
STAT3 blocker: STAT3 signaling inhibition. U3A cells, IL-6 STAT3-luciferase reporter, luminescence; host cell line lacks STAT1. inhibition, % at 5.5 µM. AID 862. 0.89% of 190,000 active;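 active = inhibition above the mean inhibition across all screened compounds plus 3 SD, cut at about 44% in these data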;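 note: 0% = DMSO only wells and 100% = 100 µM nifuroxazide control wells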
TNAP act hi DEA: increases human TNAP activity under high phosphate acceptor concentration | P05186 | purified TNAP, CDP-star luminescence, 1 M DEA, 30 min; hits give high values; 0 = EDTA background, 1 = DMSO-only activity | activation factor at 20 µM | 200,000 tested, under 10 active;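 active = activation factor at least 2 at 20 µM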
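system = human TNAP | amount = enzyme diluted 1/800 final | reagent = 100 µM CDP-star substrate | signal = luminescent substrate turnover signal | dosing = one dose, 20 µM | benchmarks = EDTA negative control, DMSO positive control | measure = activation factor | timing = 30 min reaction, room temperature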
STAT1 inh: reduces IFN-gamma driven STAT1 reporter signal; NIH 3T3 STAT1-luciferase reporter, luminescence; 0.35% of 200,000 active; inhibition, % at 5.5 µM; AID 920;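 active = inhibition above a set limit, the mean inhibition across all tested compounds plus 3 SD, cut at about 34% in these data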;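 note: 0% = IFN-gamma with DMSO and 100% = IFN-gamma with 300 µM nifuroxazide; values of inactives mirror those of a sister screen read the other way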
PPARg SRC3 recr: PPARgamma-driven SRC-3 recruitment agonism; 0.26% of 200,000 active; AID 731; activation, % at 8 µM; biochemical PPARgamma/SRC-3 coactivator recruitment assay; P37231; in the data active = activation above about 23%;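 note: 0% = DMSO and 100% = reference agonist; some compounds past the cut are filed as inactive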
Target sequence (P37231 whole entry, looked up): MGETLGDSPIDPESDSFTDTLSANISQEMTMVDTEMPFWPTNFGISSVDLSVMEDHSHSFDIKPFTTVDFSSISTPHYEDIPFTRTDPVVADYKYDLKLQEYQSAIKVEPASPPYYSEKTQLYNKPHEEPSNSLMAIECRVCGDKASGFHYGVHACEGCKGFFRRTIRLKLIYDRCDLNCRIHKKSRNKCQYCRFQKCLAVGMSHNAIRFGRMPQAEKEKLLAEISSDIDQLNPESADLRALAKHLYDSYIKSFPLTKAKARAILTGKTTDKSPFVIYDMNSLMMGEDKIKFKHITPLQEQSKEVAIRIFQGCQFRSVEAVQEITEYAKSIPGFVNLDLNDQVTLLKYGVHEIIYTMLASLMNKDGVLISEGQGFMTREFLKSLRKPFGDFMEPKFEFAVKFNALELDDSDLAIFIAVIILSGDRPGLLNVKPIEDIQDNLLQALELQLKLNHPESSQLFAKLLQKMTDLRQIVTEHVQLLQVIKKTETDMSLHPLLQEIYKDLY
PPARg SRC-1 ag: promotes SRC-1 coactivator recruitment by human PPARgamma; PPARgamma-SRC-1 coactivator recruitment biochemical assay; activation, % at 8 µM; 0.41% of 200,000 active; AID 631; in the data active = activation above about 19%;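 note: 0% = DMSO and 100% = reference agonist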
bIAP inh: blocks bovine intestinal alkaline phosphatase activity. AID 1019. inhibition, % at 20 µM. purified bovine IAP, CDP-star luminescence, 30 min. 190,000 tested, under 10 active;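 active = over 50% inhibition of intestinal alkaline phosphatase at 20 µM in the single-dose screen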
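Assay system: bovine IAP enzyme; medium: DEA buffer 100 mM, pH 9.8, with MgCl2 1.0 mM, ZnCl2 0.02 mM; doses: 20 µM single dose; incubation: enzyme reaction for 30 min at room temperature; detection: CDP-star luminescence signal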
SRC2 TRFRET art: TR-FRET artefact, counter-screen to PPARgamma/SRC-2 agonist assay; hits give high values; TR-FRET ratio at 8 µM; 0.4% of 200,000 active; AID 1049; in the data active = TR-FRET ratio above about 2000; note: inactives centre near 1500
PPARg SRC-2 ag: agonists of SRC-2 recruitment by human PPARgamma | 0.34% of 200,000 active | activation, % at 8 µM | P37231 | PPARgamma LBD-SRC-2 recruitment, biochemical | AID 1032; in the data active = activation above about 22%;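 note: 0% = vehicle and 100% = reference agonist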
bIAP activator: increases bovine intestinal alkaline phosphatase activity; purified bovine IAP, CDP-star luminescence, 30 min; hits give high values; fold of DMSO-control signal, blank-subtracted; activation factor at 20 µM; AID 1016; 0.17% of 200,000 active;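 active = activation factor of 2 or more at 20 µM, a signal rise over negative controls twice the positive control's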
STAT3 activator: STAT3 signaling activation; 0.91% of 190,000 active; activation (% of control), % at 5.6 µM; U3A cells, IL-6 STAT3-luciferase reporter, luminescence; 100% = signal with IL-6 EC80 alone;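 active = activation above the screen-wide mean of compound activation plus 3 SD, cut at about 130% in these data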;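 note: 0% = background luminescence of wells with medium and substrate only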
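Detection: reporter luminescence signal / Assay system: STAT1-lacking human U3A cells, STAT3 luciferase reporter / Incubation: compound pre-incubation 1 h before IL-6, then 6 h stimulation at 37 °C / Control set: IL-6-only high control / Read-out: % activation relative to IL-6 control / Probe or stimulus: Interleukin-6, 33 ng/mL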
* marks the source's active call; other numbers are inactive results; . = not tested or not shown.

Each structure is followed by: PPARg SRC-1 ag	SRC2 TRFRET art	bIAP activator	PPARg SRC3 recr	STAT3 blocker	TNAP act hi DEA	STAT1 inh	STAT3 activator	bIAP inh	PPARg SRC-2 ag	ROMK primary
Nc1nonc1C(=O)NCCNc1ccc([N+](=O)[O-])cn1
    2.3	1465	1	-1.5	6.5	1	2.3	95.8	3.8	4.8	0.0898
COc1ccc(N(CC(=O)Nc2ccccc2SC)S(C)(=O)=O)cc1OC
    -1.5	1761	1	-4.7	-2.9	1	3.6	105.1	3.5	3.9	.
Cc1sc(NC(=O)COc2ccccc2)c(C#N)c1-c1ccccc1
    0.3	1784	0.7	2.6	4.4	1	-17.7	96.2	27.1	18.7	.
O=C(CN(Cc1ccccc1)S(=O)(=O)c1ccccc1)N/N=C/c1ccccc1C(=O)O
    -5.5	1277	0.9	1.2	-8.7	1.1	4.7	111.5	8.1	-4.9	0.132
COc1ccc(CC(=O)NC(=S)NNC(=O)COc2c(C)cccc2C)cc1
    0.6	1631	1.3	1.3	4.1	1.1	5.8	100.5	-28.4	-0.3	0.129
O=C1NN=C(c2ccc(Cl)cc2)CC1c1cccc(Cl)c1 (centres undefined)
    4.2	1565	1.1	-1.2	15.0	1	-3.0	92.7	-11.3	9.5	-0.18
CCOC(=O)N1CCC(NC(=O)Cn2cc3c(n2)CCC(C)C3)CC1 (centres undefined)
    -0.5	1377	1.1	-0.8	16.9	1	6.0	87.7	-9.3	7.4	.
CCN1c2ccccc2N(C)C1(C)c1ccccc1 (centres undefined)
    11.8	1651	1	12.5	6.4	1	1.5	95.4	-4.3	8.0	0.579
O=C(CSc1ccsc1[N+](=O)[O-])NCc1ccco1
    -0.3	1764	1	3.1	0.5	1	-7.4	100.9	-1.5	-2.5	0.105
CC1CN(C(=O)c2ccc(COc3ccccc3Br)o2)CC(C)O1 (centres undefined)
    0.7	1585	1.1	-0.3	-5.7	1	2.5	108.9	-9.0	5.5	-0.0157
CC(O/N=C\c1ccccc1O)C(=O)Nc1ccccc1C(=O)N1CCOCC1 (centres undefined)
    2.7	1499	1.1	5.0	-2.3	1	7.9	102.6	-6.9	4.4	.
Cc1cc(NC(=O)CCC(=O)N(Cc2ccco2)C(C(=O)NC2CCCCC2)c2cccs2)no1 (centres undefined)
    3.0	1582	1	-0.6	3.8	1.1	1.3	98.7	1.5	4.3	-1.18
COc1ccc(NC(=O)C2CCCN2S(=O)(=O)c2ccc(F)cc2)cc1 (centres undefined)
    10.2	1803	0.9	0.6	15.1	1	-4.3	91.6	5.8	-1.1	.
COc1ccc(CN2CCNC(=O)C2CC(=O)N2CCc3ccccc3C2)c(OC)c1 (centres undefined)
    -3.4	1496	1	-7.6	5.3	1	-7.8	100.0	-4.5	-8.2	-0.248
CCc1ccc(NC(=O)C(C)OC(=O)/C=C/c2cccc([N+](=O)[O-])c2)cc1 (centres undefined)
    2.7	1799	1	0.9	-4.3	1	10.3	103.7	2.5	2.5	0.28
O=C(O)CCNS(=O)(=O)c1ccc(Oc2ccccc2)cc1
    9.0	1503	1	-0.7	3.2	1	6.0	100.2	1.0	-3.4	.
CCOC(=O)CCC(NC(=O)CCCCCCCC(=O)NC(CCC(=O)OCC)C(=O)OCC)C(=O)OCC (centres undefined)
    2.2	1420	0.9	0.5	6.5	1	11.2	94.0	11.2	3.4	-0.622
CC(C)(C)NC(=O)CSc1nnc(Cc2ccccc2)n1CC1CCCO1 (centres undefined)
    -2.2	1697	1	1.2	11.9	1	-2.1	94.3	3.6	1.0	-0.297
CCCN(CCC)c1nc(Cl)nc(NCc2ccco2)n1
    1.3	1531	0.8	-4.7	5.9	1	-1.7	97.4	18.5	-2.2	.
CCC(C)n1cnc2c(=O)oc3ccccc3c21 (centres undefined)
    8.2	1579	0.9	11.4	4.9	1	8.3	102.3	7.4	7.0	.

Record cards, as listed above. Order of screens: PPARg SRC-1 ag	SRC2 TRFRET art	bIAP activator	PPARg SRC3 recr	STAT3 blocker	TNAP act hi DEA	STAT1 inh	STAT3 activator	bIAP inh	PPARg SRC-2 ag	ROMK primary
O=C(O)CCNS(=O)(=O)c1ccc(Oc2ccccc2)cc1 is listed as 9.0	1503	1	-0.7	3.2	1	6.0	100.2	1.0	-3.4	.
CC(C)(C)NC(=O)CSc1nnc(Cc2ccccc2)n1CC1CCCO1 (centres undefined) is listed as -2.2	1697	1	1.2	11.9	1	-2.1	94.3	3.6	1.0	-0.297

Next section.
Each structure is followed by: PPARg SRC-1 ag	SRC2 TRFRET art	bIAP activator	PPARg SRC3 recr	STAT3 blocker	TNAP act hi DEA	STAT1 inh	STAT3 activator	bIAP inh	PPARg SRC-2 ag	ROMK primary
Cc1ccc(CCNS(=O)(=O)c2cnc[nH]2)cc1
    5.9	1582	1	-3.7	9.2	1	10.6	97.7	4.9	5.3	.
CCN(CC)CCCC(C)NC(=O)c1cc(=O)c2ccccc2o1 (centres undefined)
    0.4	1322	0.9	-8.0	0.6	1	-10.3	100.6	6.7	-5.0	0.555
O=C(O)COc1ccccc1Cc1ccccc1
    -4.5	1523	1	7.6	9.9	1	0.1	94.7	3.5	3.9	.
CN(C)S(=O)(=O)c1cccc(NC(=O)CN2C(=O)C3C4C=CC(C4)C3C2=O)c1 (centres undefined)
    3.4	1576	1	3.2	1.3	1	0.2	100.9	-0.3	-1.6	.
CCOC(=O)NC(=O)CSc1ccc2ccccc2n1
    -4.4	1442	1.1	-3.5	8.4	1	-8.6	96.8	-10.0	0.3	-1.68
COc1ccc(NC(=O)CCCCn2c(=O)[nH]c3ccccc3c2=O)cc1
    6.8	1333	0.9	-18.6	7.2	1	13.4	96.2	10.8	-5.7	0.277
N#Cc1cn(CC(=O)O)c2ccccc12
    10.3	1515	0.9	3.8	-41.1	0.9	12.3	139.8*	5.4	1.2	0.546
Cc1nc(-c2cccc(NC(=O)Cc3ccccc3)c2)cs1
    -1.4	1544	1	0.1	-2.1	1	-14.1	105.8	1.4	2.4	-0.612
Cc1cc(CC(C)C)n(-c2nc3ccccc3c(=O)n2OCc2ccccc2)n1
    0.8	1325	0.9	-7.1	-31.3	1.1	2.8	127.7	5.2	-6.9	.
CC(C)(C)n1nnnc1C(c1cccc(C(F)(F)F)c1)N1CCOCC1 (centres undefined)
    5.9	1549	1	-3.9	2.0	1	-6.4	100.5	0.0	-3.3	-0.188

Three entries picked at random from those above:
Each structure is followed by: PPARg SRC-1 ag	SRC2 TRFRET art	bIAP activator	PPARg SRC3 recr	STAT3 blocker	TNAP act hi DEA	STAT1 inh	STAT3 activator	bIAP inh	PPARg SRC-2 ag	ROMK primary
N#Cc1cn(CC(=O)O)c2ccccc12
    10.3	1515	0.9	3.8	-41.1	0.9	12.3	139.8*	5.4	1.2	0.546
Cc1ccc(CCNS(=O)(=O)c2cnc[nH]2)cc1
    5.9	1582	1	-3.7	9.2	1	10.6	97.7	4.9	5.3	.
CN(C)S(=O)(=O)c1cccc(NC(=O)CN2C(=O)C3C4C=CC(C4)C3C2=O)c1 (centres undefined)
    3.4	1576	1	3.2	1.3	1	0.2	100.9	-0.3	-1.6	.

Remaining list, next part
Each structure is followed by: PPARg SRC-1 ag	SRC2 TRFRET art	bIAP activator	PPARg SRC3 recr	STAT3 blocker	TNAP act hi DEA	STAT1 inh	STAT3 activator	bIAP inh	PPARg SRC-2 ag	ROMK primary
COc1ccc(C)cc1S(=O)(=O)N1CCC(C(=O)N2CCOCC2)CC1
    -1.7	1708	1	4.1	6.6	1	1.2	98.5	-0.4	-1.6	.
O=C(COC(=O)c1cccc(F)c1)NC1CC1
    -0.7	1576	1	5.3	2.7	1	3.1	99.4	0.0	3.4	0.507
CCc1c(O)nc(SCC(=O)Nc2ccccc2C)[nH]c1=O
    5.5	1340	0.9	3.8	3.7	1	5.4	99.4	9.5	-4.0	-0.0501
CCCCNC(=O)NS(=O)(=O)c1ccc(NS(=O)(=O)c2ccccc2)cc1
    6.0	1505	1	8.9	13.3	1.1	1.0	94.8	0.5	2.9	0.371
COc1cc(S(=O)(=O)N2CCOCC2)ccc1NC(=O)CSc1nnc(N)s1
    -7.7	1430	1	1.1	-0.2	1.1	-0.4	105.3	0.5	1.5	.
O=C(CCCCCCN1C(=O)c2ccccc2C1=O)NC1CCCCC1
    -2.6	1501	1	9.8	15.5	1	1.2	90.1	-4.3	1.3	.
CC1CC(C)CN(CCCNC(=O)Cc2c(C(=O)O)[nH]c3ccccc23)C1 (centres undefined)
    8.8	1668	1	10.5	4.2	1	5.4	101.3	-1.3	4.9	.
CCOc1ccccc1N1CCN(Cc2ccc(Br)s2)CC1
    3.6	1643	1	1.7	12.6	1	-9.3	93.5	-2.9	-3.3	.
Cc1cc(C)nc(N2CCCC(C(=O)NCCC3=CCCCC3)C2)n1 (centres undefined)
    8.8	1588	0.9	-1.1	-4.0	1.1	-5.0	108.2	9.6	2.1	.
O=C(Cn1nnc(-c2ccccc2)n1)Nc1ccc2c(c1)OCO2
    6.0	1556	1	3.0	9.4	1	-0.5	96.9	0.0	3.7	-0.148
Cc1ccccc1CN1CCN(Cc2ccccc2C(F)(F)F)CC1
    0.1	1499	0.9	2.4	-9.6	1.1	2.6	108.2	13.9	3.8	0.0447
O=c1[nH]c2cc3c(cc2cc1CN(CCc1ccccc1)Cc1nnnn1C1CCCC1)OCCO3
    -2.5	1692	1	7.1	-5.6	1	-9.9	111.4	3.0	1.1	-0.311
N#CC1=C(N)Oc2cc(O)ccc2C1c1ccncc1 (centres undefined)
    -7.1	1325	0.9	-8.4	6.6	1	4.6	96.6	7.9	2.1	0.597
Clc1ccc(/C=C/c2ncc3ccccn23)cc1
    6.0	1795	1.2	5.0	-12.5	1	-49.1	111.8	-21.9	13.2	0.187
CCOC(=O)c1nc(NCc2cccc(OC)c2)c2ccccc2n1
    10.1	1505	1.1	-3.1	1.9	1	8.8	101.8	-7.0	3.7	0.456
Cn1c(SCC(=O)N2CCN(C(=O)c3ccco3)CC2)nnc1-c1ccc(NS(C)(=O)=O)cc1
    10.1	1642	1	4.5	6.6	1	-0.1	100.4	1.8	12.1	0.173
Fc1cccc(Cc2noc(CN3CCCCC3CCc3ccccn3)n2)c1 (centres undefined)
    -2.0	1525	1.1	-6.0	13.8	1	0.6	97.6	-5.1	-1.4	0.255
CCC(=O)NC(C)C(c1cccs1)N1CCN(Cc2ccccc2)CC1 (centres undefined)
    5.0	1516	0.9	-12.2	-3.5	1	7.5	106.8	8.7	-1.9	.
O=C(COC(=O)c1ccc(S(=O)(=O)N2CCCC2)cc1)Nc1ccc(F)cc1F
    8.4	1629	1	1.0	5.8	1	-1.0	99.8	2.4	3.2	-0.593
COc1ccccc1-c1nnc(NC(=O)C(C)SC2=NCCS2)s1 (centres undefined)
    -1.2	1472	1	-10.6	21.1	1.1	-3.1	86.6	2.0	7.8	.
COc1ccc(CC2(CO)CCN(CC3=Cc4cc(Cl)ccc4OC3)CC2)cc1
    1.0	1570	1	-4.0	34.6	1	27.5	73.9	-4.2	-5.3	.

Compounds as they come. About 3.7% of those tested had a hit in this group.
